High-throughput results: PubChem BioAssay, Sanford-Burnham Center for Chemical Genomics
ATG4B inh = inhibitors of human ATG4B cysteine protease; Q9Y4P1; ATG4B cleavage of LC3-PLA2, NBD-HPC fluorescence, 1 h; inhibition, % at 8.33 µM; hit rate 0.51% among 340,000; in the data active = inhibition above about 40%
APOBEC3A inh = human APOBEC3A DNA deaminase inhibition. AID 493011. P31941. hit rate 0.41% among 330,000. inhibition, % at 20 µM. recombinant A3A, FAM/TAMRA ssDNA deamination fluorescence;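 active = at least 40% inhibition at 20 µM here, with at most 30% in a related deaminase screen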;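 note: plate controls were A3A with DMSO for no effect and wells lacking A3A enzyme for full effect; some results filed as inactive read as strong as hits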
mIAP block = blocks mouse intestinal alkaline phosphatase. purified mouse IAP, CDP-Star luminescence, 30 min. inhibition, % at 10 µM. hit rate 0.2% among 330,000. AID 2806;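 active = inhibition of at least 40% at 10 µM in the primary screen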;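 note: plate controls were DMSO with enzyme for no effect and no enzyme wells for full effect; values of inactives mirror those of a sister screen read the other way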
hIAP activ = human IAP activation | purified human IAP, CDP-Star luminescence, 30 min; active compounds read high; 1 = vehicle-only enzyme, 0 = enzyme-free background | activation factor at 10 µM | hit rate 0.16% among 330,000 | AID 2524;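 active = activation factor of the enzyme at least 2-fold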; note: the source names both 10 and 20 µM as test concentration; values of inactives mirror those of a sister screen read the other way
Target sequence (P09923 whole entry, looked up): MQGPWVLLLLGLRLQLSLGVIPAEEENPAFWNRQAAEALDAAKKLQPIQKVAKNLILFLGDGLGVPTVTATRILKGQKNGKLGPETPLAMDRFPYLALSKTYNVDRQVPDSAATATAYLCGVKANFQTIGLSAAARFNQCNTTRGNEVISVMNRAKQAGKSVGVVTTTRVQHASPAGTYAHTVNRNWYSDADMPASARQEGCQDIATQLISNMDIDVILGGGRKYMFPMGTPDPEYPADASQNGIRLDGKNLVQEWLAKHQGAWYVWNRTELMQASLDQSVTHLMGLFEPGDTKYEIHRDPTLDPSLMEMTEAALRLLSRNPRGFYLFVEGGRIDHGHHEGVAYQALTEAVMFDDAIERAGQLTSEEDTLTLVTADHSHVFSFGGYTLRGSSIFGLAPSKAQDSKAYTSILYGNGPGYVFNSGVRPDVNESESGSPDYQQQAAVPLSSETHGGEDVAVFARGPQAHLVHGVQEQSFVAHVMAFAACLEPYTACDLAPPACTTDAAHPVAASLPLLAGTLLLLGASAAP
beta cell repl = MIN6 beta-cell proliferation induction; hit rate 0.29% among 330,000; MIN6 cells proliferation, ATPlite luminescence, 48 h; cells starved in 0.2% serum; 100% = growth in 10% serum; AID 2380; proliferation, % at 10 µM;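 active = compounds whose signal lies at least 3.5 SD above the mean of all wells on their plate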;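 note: 0% = DMSO-treated cells in low-serum medium and 100% = 10% serum control; some compounds called inactive have numbers as strong as hits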
APOBEC3G inh = inhibitors of human APOBEC3G DNA deaminase; recombinant A3G, ssDNA deamination FAM/TAMRA fluorescence; hit rate 0.28% among 330,000; inhibition, % at 20 µM;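 active = inhibition of at least 40% at 20 µM, with no more than 30% in the related APOBEC3A deaminase screen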;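 note: plate controls were DMSO wells with A3G for no effect and wells lacking A3G enzyme for full effect; some compounds called inactive have numbers as strong as hits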
Target sequence (Q9HC16 whole entry, looked up): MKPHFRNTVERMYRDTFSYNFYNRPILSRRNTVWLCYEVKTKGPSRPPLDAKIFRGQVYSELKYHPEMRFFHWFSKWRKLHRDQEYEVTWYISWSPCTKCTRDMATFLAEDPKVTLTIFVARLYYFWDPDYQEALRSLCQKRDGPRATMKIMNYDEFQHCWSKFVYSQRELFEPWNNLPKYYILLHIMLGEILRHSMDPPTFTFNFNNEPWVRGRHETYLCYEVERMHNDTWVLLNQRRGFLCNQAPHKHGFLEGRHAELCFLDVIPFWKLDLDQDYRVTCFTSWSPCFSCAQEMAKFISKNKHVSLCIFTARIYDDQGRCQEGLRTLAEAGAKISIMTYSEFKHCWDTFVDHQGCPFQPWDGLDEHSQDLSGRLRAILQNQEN
mIAP act = mouse IAP activation; muIAP, CDP-Star luminescence, 30 min; active compounds read high; 1 = vehicle-only enzyme signal, 0 = enzyme-free wells; activation factor at 10 µM; hit rate 0.24% among 330,000; AID 2805;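 active = activation factor of at least 2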; note: the source names both 10 and 20 µM as test concentration; values of inactives mirror those of a sister screen read the other way
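System: mouse IAP enzyme. Reagent: CDP-Star chemiluminescent phosphatase substrate. Benchmarks: DMSO wells, no-enzyme wells. Times: 30 min enzyme-substrate-compound incubation at room temperature. Detection: luminescence from enzymatic CDP-Star hydrolysis. Doses: test compounds delivered from DMSO solution.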
MPTP inh = inhibitors of mitochondrial permeability transition pore; isolated mouse mitochondria, Ca2+ swelling absorbance, 30 min; inhibition, % at 10 µM; hit rate 1.4% among 360,000;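 active = inhibition of 50% or more, scaled per plate between neutral and stimulator controls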;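 note: 0% = DMSO wells given calcium and 100% = 1 mM EGTA wells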
hIAP block = blocks human intestinal alkaline phosphatase | inhibition, % at 10 µM | AID 2544 | purified IAP, CDP-Star luminescence, 30 min | hit rate 0.12% among 330,000;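 active = inhibition reaching a set limit with compound at 10 µM in the primary screen, cut at about 35% in these data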;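 note: plate controls were DMSO wells with enzyme for no effect and no-enzyme buffer wells for full effect; values of inactives mirror those of a sister screen read the other way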
The depositor's hits bear a star; · = not tested or not shown.

SMILES	ATG4B inh	APOBEC3A inh	mIAP block	hIAP activ	beta cell repl	APOBEC3G inh	mIAP act	MPTP inh	hIAP block
COc1ccc(COC(=O)N/C=C/c2ccco2)cc1	-11	2	-4	0.98	-4	-3	1	0.3	2
Cc1cccc(NC2=NC(=S)N(c3ccc(C(=O)O)cc3)C23CCCCC3)c1	3	3	0	1	-5	0	1	0.9	-2
Cc1cccc(CNc2ncnc3ccc(-c4cccnc4)cc23)c1	0	-4	1	0.94	-1	-6	0.99	-1.5	6
CCN(CC(=O)Nc1c(F)cccc1F)C(=O)CCN1C(=O)c2cccc([N+](=O)[O-])c2C1=O	-5	-3	2	1	-3	-8	0.98	-0.7	-4
COC(=O)CSc1nc(N)c(C#N)c(CC(C)C)c1C#N	-2	-1	-5	0.95	0	-2	1	0.2	5
CCNC(=O)C(Sc1ccccc1)c1ccccc1 (configuration not stated)	-14	3	-4	0.9	-2	-2	1	0.2	10
CCOC(=O)Cn1nnc(-c2ccccc2)n1	-12	1	0	1.1	-1	-1	1	0.2	-9
CCCCN(C/C=C/c1ccccc1OC)Cc1ccccc1	-1	0	9	1	-4	-6	0.91	-0.9	-1
CCc1ccc(N2CC(C(=O)Nc3ccc(S(=O)(=O)NCC4CCCO4)cc3)CC2=O)cc1 (configuration not stated)	-1	-3	-1	1.1	-1	-9	1	-2.1	-9
CCCn1c(N)c(C(=O)CSc2nnc(-c3ccoc3C)n2C)c(=O)n(C)c1=O	8	-2	10	1.1	2	-9	0.9	0.3	-6
COc1ccc(NC(=O)C/C(C)=N/NC(=O)C(=O)NC(C)C)c(OC)c1	21	1	8	0.96	-4	-4	0.92	-1.1	4
CCC(=O)c1ccc(N2CCN(C(=O)c3ccccc3)CC2)c(F)c1	1	-1	7	0.98	-2	-4	0.93	3.0	2
O=C(C1CCCO1)N(Cc1ccccc1)c1ccccc1 (configuration not stated)	1	-1	4	0.71	3	-7	0.96	0.0	29
CN(C)S(=O)(=O)c1ccc(S(=O)(=O)N2CCCC(C(=O)NC3CC3)C2)cc1 (configuration not stated)	-2	-6	-2	1.1	0	-7	1	-1.1	-7
N#Cc1cccc(NC(=O)COC(=O)Cn2nc(-c3ccccc3)oc2=O)c1	4	-7	-4	0.95	2	-7	1	-1.1	5
O=C(c1oc2ccccc2c1N1CCCCC1)N1CCCCC1	6	-3	-3	0.85	-1	-7	1	-1.9	15
CCN(Cc1nc2ccccc2c(=O)[nH]1)C(=O)c1cc(C2CC2)nn1-c1ccccc1	-5	-1	16	1.1	3	-5	0.84	-0.6	-6
Nc1nnc(SCc2ccc(F)cc2)n1-c1ccccc1	2	-3	0	1.3	-2	-3	1	0.1	-33
O=C(c1ccccc1)N1CCN(Cc2ccccc2)CC1	-3	0	-7	0.98	4	-3	1.1	0.0	2
Cc1ccc(-n2c(C)c(C)c3c(N)ncnc32)cc1	7	-2	-1	0.84	-1	-10	1	0.2	16
Cn1c(SCc2ccc([N+](=O)[O-])cc2)nnc1-c1cccnc1	7	3	-6	1.2	0	4	1.1	-0.2	-16
CCOCCCNC(=O)C1CCN(S(=O)(=O)N(CC(C)C)CC(C)C)CC1	-1	-2	0	0.94	-2	-5	0.99	-0.5	6
CCOC(=O)COc1c(/C=N\OC)cc(Cl)cc1OC	-6	1	-3	1	-1	0	1	-0.4	-4
Cc1ccc(-n2nc(C)c3c2OC(N)=C(C#N)C3c2ccoc2)cc1 (configuration not stated)	-6	-4	7	0.93	-1	-2	0.93	6.0	7
CS(=O)(=O)N1CCC(C(=O)NCc2ccc(Cl)cc2Cl)CC1	2	0	10	1.1	-2	-2	0.9	1.9	-7
Cc1ccc(C)c(N(Cc2ccccc2F)S(C)(=O)=O)c1	-12	5	-7	1	-1	-3	1.1	2.6	-2
Cc1cc(C)n(-c2ccc(Cl)c(C(=O)Nc3ccc(OC(F)(F)F)cc3)n2)n1	-1	0	8	0.95	-2	-3	0.92	0.3	5
Cc1onc(-c2c(Cl)cccc2Cl)c1C(=O)N1CCN(c2ncccn2)CC1	-1	-3	6	1.1	-2	2	0.94	-1.9	-15
CC(C)[C@H](NS(=O)(=O)c1ccccc1)C(=O)OCC(=O)Nc1cccc(S(N)(=O)=O)c1	-1	-3	5	1	1	-5	0.95	-1.9	-4
CCC(=O)NC(=S)Nc1cccc(NC(=O)c2ccc(Cl)cc2Cl)c1	-4	0	8	1.1	0	-4	0.92	0.3	-5
COC(=O)C(c1ccccc1)C(C(=O)OC)c1ccccc1 (configuration not stated)	-1	-5	1	1.1	0	-10	0.99	-0.4	-7
Cc1nnc(SCc2ccc([N+](=O)[O-])cc2)o1	-2	-4	0	0.93	-1	-5	1	-0.8	7
Cc1nc(CS(=O)(=O)c2ccccc2)cc(Sc2ccc(Cl)cc2)n1	1	2	3	0.86	4	-5	0.97	-0.1	14
C=CCn1c(/N=C/c2ccc(N(C)C)cc2)nc2ccccc21	22	3	5	1.1	-2	14	0.95	-0.2	-13
O=C(O)c1cccc(NC(=O)C2C3C=CC(C3)C2C(=O)O)c1 (configuration not stated)	-2	5	-5	1.1	0	6	1	-3.2	-9
O=C(N1CCN(Cc2ccccc2)CC1)C12CC3CC(CC(C3)C1)C2	-3	-2	-2	0.97	-1	-5	1	2.2	3
CCCN1C(=O)SC(CC(=O)Nc2ccccc2)C1=O (configuration not stated)	-5	-2	-2	0.99	-1	-1	1	1.5	1
CC(=O)c1ccc(NC(=O)CSc2nnc(-c3ccco3)c(-c3ccco3)n2)cc1	-1	84	38	1.1	-3	68	0.62	0.5	-7
CC(C)(CC(=O)N1CCN(c2ccc(Cl)cc2)CC1)CC1=NS(=O)(=O)c2ccccc2N1	-10	1	-2	1.1	-5	-5	1	28	-11
Cc1c(NC(=O)C(C)OC(=O)c2ccc([N+](=O)[O-])s2)c(=O)n(-c2ccccc2)n1C (configuration not stated)	-5	-5	4	1.1	0	-18	0.96	0.6	-7
CCOC(=O)COc1cnc2ccccc2n1	-7	3	-5	0.9	1	3	1.1	-0.1	10
O=C(Nc1ccccc1Cl)c1ccc2nccnc2c1	-5	0	4	1.1	-1	-4	0.96	0.0	-6
CCOC(=O)COc1ccc(/C=C/[N+](=O)[O-])c(OCC(=O)OCC)c1	-4	-5	8	1	-6	-4	0.92	-0.4	-2
O=C(NCc1ccccn1)C1C2C=CC(C2)C1C(=O)Nc1ccc(F)cc1 (configuration not stated)	1	-3	0	0.99	-2	-6	1	-2.2	1
Cc1cccc(NC(=O)CN(CCc2ccccc2)S(C)(=O)=O)c1	-5	-2	-7	1.2	0	-9	1.1	2.4	-16
Cc1cc(=O)oc2c(C)c(OC(C)C(=O)NCC(O)c3ccccc3)ccc12 (configuration not stated)	-8	-2	-2	1.4	1	-6	1	-1.6	-44
COc1ccc(CNC(=O)c2oc3ccc(S(=O)(=O)N4CCOCC4)cc3c2C)cc1	-11	-1	-1	0.89	0	-2	1	0.0	11
Cc1ccccc1OCc1nc2ccccc2[nH]1	10	-3	8	0.96	-3	-5	0.92	-1.0	4
Cc1ccccc1OCC(O)CN(Cc1ccccc1O)C1CCCCC1 (configuration not stated)	-5	4	10	1.2	-5	-9	0.9	3.4	-15
CC1(C)CC(C(CC(=O)Nc2nccs2)c2ccccc2)CCO1 (configuration not stated)	-4	1	5	1	-1	-5	0.95	0.1	-1

Exported with values under each structure: part of the list above.
Fields: ATG4B inh | APOBEC3A inh | mIAP block | hIAP activ | beta cell repl | APOBEC3G inh | mIAP act | MPTP inh | hIAP block
- Cc1cccc(NC(=O)CN(CCc2ccccc2)S(C)(=O)=O)c1
→ -5 | -2 | -7 | 1.2 | 0 | -9 | 1.1 | 2.4 | -16
- Cc1cc(=O)oc2c(C)c(OC(C)C(=O)NCC(O)c3ccccc3)ccc12 (configuration not stated)
→ -8 | -2 | -2 | 1.4 | 1 | -6 | 1 | -1.6 | -44
- COc1ccc(CNC(=O)c2oc3ccc(S(=O)(=O)N4CCOCC4)cc3c2C)cc1
→ -11 | -1 | -1 | 0.89 | 0 | -2 | 1 | 0.0 | 11
- Cc1ccccc1OCc1nc2ccccc2[nH]1
→ 10 | -3 | 8 | 0.96 | -3 | -5 | 0.92 | -1.0 | 4

Carrying on:
SMILES	ATG4B inh	APOBEC3A inh	mIAP block	hIAP activ	beta cell repl	APOBEC3G inh	mIAP act	MPTP inh	hIAP block
O=[N+]([O-])c1ccc2nc(NS(=O)(=O)c3ccc(Cl)cc3)sc2c1	31	2	0	0.96	-2	5	1	6.6	4
O=C(CCCc1ccccc1)NCc1ccccc1	·	10	3	0.98	-1	-4	0.97	·	2
CCOC(=O)c1c(NC(=O)/C=C/c2ccc(C)o2)sc(C)c1C	-5	-3	9	1.2	-4	7	0.91	0.5	-19
O=C(NCc1ccc(Cl)cc1)c1cc(-c2ccco2)on1	7	-2	-3	0.99	-3	-7	1	-1.2	1
CC(C)=CCOc1ccc2ccc(=O)oc2c1	-28	1	4	1.1	-1	13	0.96	-1.5	-6
COc1ccccc1C(=O)Nc1ccnn1C1CCN(C(C)CSC)CC1 (configuration not stated)	23	-1	-7	0.95	1	-6	1.1	-1.4	5
Cc1cccc(NC(=O)c2ccccc2NC(=O)CCC(=O)O)c1	-2	0	23	1.1	0	-6	0.77	-1.0	-9
Cc1cc2c(cc1S(=O)(=O)N1CCN(c3ccccc3F)CC1)OCC(=O)N2	0	-3	1	0.95	-3	-5	0.99	-1.4	5
COc1cc(C(=O)NCCOc2ccc(F)cc2)c(Br)c(OC)c1OC	-3	-2	-5	1.2	-1	-1	1.1	1.1	-24
CCOC(=O)C1=C(C)N=c2s/c(=C/c3ccc(OCC(=O)O)c(OC)c3)c(=O)n2C1c1ccc(Cl)cc1 (configuration not stated)	2	0	14	1	-4	-3	0.86	5.5	-2
COc1cc(C)ccc1OCc1cc(C(=O)NCCN2CCCC(O)C2)no1 (configuration not stated)	12	-3	-2	1.2	-2	-5	1	-0.3	-15
COC(=O)N1C(=O)[C@@](CC(C)C)(c2ccccc2)N1C(=O)OC	·	-2	-4	0.98	17*	-10	1	·	2
COc1ccc(S(=O)(=O)N2CCN(C(=S)NCCc3ccccc3)CC2)cc1	-1	-3	-16	1.1	-4	-3	1.2	0.9	-13
Cc1ccc(S(=O)(=O)Nc2cccc(NC(=O)CN3CCCCC3)c2)cc1	5	-2	1	1.2	-2	-9	0.99	0.4	-21
CC1=CC(C)(C)N(S(=O)(=O)c2ccc(C)cc2)c2ccc(C)cc21	-9	-3	4	1	-4	-3	0.96	1.7	-1
Cc1cc2ccccc2c(=O)n1CC(=O)NC1CCCCCC1	-10	-2	4	0.83	-2	-4	0.96	1.0	17
Cc1ccnc(NS(=O)(=O)c2ccc(NC(=O)C3CCCNC3=O)cc2)n1 (configuration not stated)	-1	0	0	0.94	-2	-3	1	0.8	6
Cc1cccc(NC(=O)CSc2nnc(-c3n[nH]c4ccccc34)o2)c1	5	2	5	1.5	-2	5	0.95	6.7	-46
O=C(COC(=O)CNC(=O)c1ccco1)NCCN1C(=O)CSC1=O	5	-5	6	1.3	3	-5	0.94	-2.5	-30
O=C(NC1CCSc2ccccc21)c1cc([N+](=O)[O-])ccc1N1CCOCC1 (configuration not stated)	-1	1	3	0.85	3	-9	0.97	-1.6	15
Cc1cc(N2CCN(C)CC2)nc2ccc(NC(=S)N3CCN(c4ccc(F)cc4)CC3)cc12	2	3	-3	0.96	-6	-2	1	-0.4	4
O=C1CC(NCC2CCCO2)C(=O)N1c1ccc(Cl)cc1 (configuration not stated)	-3	-3	-1	1	0	-4	1	0.3	-2
